Screens deposited in PubChem by National Center for Advancing Translational Sciences (NCATS).
KCNH2 3.1 inh – inhibitors of human KCNH2 3.1 potassium channel isoform | 340,000 tested, 0.95% active | AID 720553 | U2OS KCNH2 3.1, thallium flux FluxOr; stronger effect = lower value | activity change, % (tested at about 1.8 µM);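 active = maximum activity change below -70%; inconclusive = maximum activity change from -70% to -50%; inactive = maximum activity change above -50%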;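 note: thallium influx rate constant from kinetic fluorescence after stimulation buffer; % is set by controls: 0 for no effect and ±100 for the full control effect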
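Normalized rate constant (relative to positive and negative DMSO controls) derived from a 2 min kinetic fluorescence read after stimulation; U2OS cells expressing the 3.1 isoform via virus at 1.77 x 10^8 /mL.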
Giardia killer – kills Giardia lamblia; Giardia lamblia trophozoite viability; activity change, % at 7.66 µM, hits read low; 340,000 tested, 0.15% active; AID 540267; in the data active = activity change below about -80%; inconclusive = between about -30% and that limit;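 note: parasites exposed to compound for two days anaerobically before the ATP read; % is set by controls: 0 for no effect and ±100 for the full control effect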
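Compounds were tested on trophozoites seeded at 100 cells/well and held 48 hrs at 37 deg C anaerobically. An ATP-based luminescent kit measured the remaining live cells.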
GALK inhibitor – blocks human galactokinase activity. AID 1868. Purified GALK, Kinase-Glo residual ATP luminescence. P51570. Potency, µM (top dose mostly 57.5 µM), inactives show top-dose activity change, negative = inhibition, actives largely listed as inhibitors. 270,000 tested, 0.007% active; note: potency is the fitted concentration of half-maximal effect; % is set by controls: 0 for no effect and ±100 for the full control effect
Target sequence (P51570 whole entry, looked up): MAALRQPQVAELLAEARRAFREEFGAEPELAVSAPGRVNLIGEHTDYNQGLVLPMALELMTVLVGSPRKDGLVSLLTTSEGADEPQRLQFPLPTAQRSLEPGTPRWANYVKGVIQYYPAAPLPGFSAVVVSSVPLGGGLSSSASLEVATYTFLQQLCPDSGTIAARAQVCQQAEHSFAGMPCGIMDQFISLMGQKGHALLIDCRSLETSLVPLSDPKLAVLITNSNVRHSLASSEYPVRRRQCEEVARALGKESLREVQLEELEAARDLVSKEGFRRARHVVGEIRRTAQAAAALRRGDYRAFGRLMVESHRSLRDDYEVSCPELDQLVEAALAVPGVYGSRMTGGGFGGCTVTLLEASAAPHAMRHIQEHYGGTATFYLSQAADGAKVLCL
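Quantitative HTS: GALK 5 nM, ATP 35 uM, galactose 100 uM, 1 h room temperature, then luciferase-based ATP detection.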
Menin-MLL TR inh – displaces Texas Red mutant MLL peptide from human menin. Menin + Texas Red MLL mutant peptide, fluorescence polarization. Potency, µM (titrated, usually from 61.6 µM), for inactives: at the highest dose FP activity change, negative = inhibition, usual class: inhibitors. 270,000 tested, 0.23% active. AID 1768; active = well fitted inhibition curve with a large enough effect in the polarisation, with a control signal flat, not every such curve was filed as active; inconclusive = small, poorly fitted or top-dose-only effect, or effect the other way, or a change in a side signal; inactive = no such curve, though single readings can be large or run the other way; the % refers to the polarisation; note: potency is the fitted concentration of half-maximal effect; % of control where 0% means no effect; many of its hits are not listed in these tables
TRPV1 ag – activates the human vanilloid receptor TRPV1; TRPV1-expressing cells, Fluo-8 calcium influx, agonist mode; activation, % at 8.33 µM; 320,000 tested, 0.19% active; AID 540275; in the data active = activation above about 80%; inconclusive = between about 30% and that limit; note: 0% is about no effect
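TRPV1-expressing cells were cultured overnight at 35.5C and loaded with Fluo-8 calcium dye for 40 to 90 min at room temperature. After a 10 s baseline, compound was added and calcium influx was read kinetically for 3 min (ex 480/em 520 nm).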
FBPA coupling cs – inhibits coupling enzyme system, counter-screen for aldolase hits; coupling enzyme system counterscreen, AmpLite Red fluorescence; activity change, negative = inhibition, % at 58.2 µM, hits read low; 290,000 tested, 0.67% active; in the data active = activity change below about -30%; note: % is set by controls: 0 for no effect and ±100 for the full control effect
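Coupling enzymes only (glyceraldehyde-3-phosphate) + compound, at 57.5 uM final, 10 min RT; add substrate/coupling/AmpLite Red mix, 20 min RT; fluorescence ex 525/em 598 nm. Actives flag coupling-system interference.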
CXXC DNA block – inhibitors of human MLL CXXC domain-DNA interaction | 290,000 tested, 0.037% active | MLL-CXXC / FITC-HOXA9 DNA fluorescence polarization | Q03164 | AID 2662 | Potency, µM (highest dose often 115 µM), for the others: at the top dose activity change, negative = inhibition, most hits filed as inhibitors; active = well fitted inhibition curve with a large enough effect in the polarisation, with a control signal flat, not every such curve was filed as active; inconclusive = small, poorly fitted or top-dose-only effect, or effect the other way, or a change in a side signal; inactive = no such curve, though single readings can be large or run the other way; the % refers to the polarisation; note: potency is the fitted concentration of half-maximal effect
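Purified MLL-CXXC (added from a 7 uM solution) was preincubated 5 min at ambient with pinned compounds in 50 mM Tris-HCl pH 7.5, 50 mM NaCl, 1 mM DTT, 0.05% BSA. Fluorescein-labeled HOX-A9 DNA (50 nM solution) followed, 30 min, then polarization read.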
PKM2 activator – PKM2 (human) enzyme activation | 260,000 tested, 0.34% active | Potency, µM (highest dose often 57.5 µM), inactives show at the highest dose activation, most hits filed as activators | purified PKM2, Kinase-Glo ATP luminescence, activation; response scale: 0% is enzyme alone, no compound; note: potency is the fitted concentration of half-maximal effect; % is set by controls: 0 for no effect and ±100 for the full control effect; nearly all actives have a fitted effect of over 55% in size
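Kinase-Glo luminescence reports ATP generated from ADP (0.1 mM) and PEP (0.5 mM) by purified hPK-M2 after 1 h at room temperature, pH 7.2 imidazole buffer; intermediate enzyme activity allows detecting inhibitors and activators.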
USP2a block – blocks human ubiquitin-specific protease USP2a. USP2 core, Ub-CHOP2 coupled fluorogenic reporter, 485/531. 330,000 tested, 0.01% active. Potency, µM (series often up to 38.3 µM), inactives show top-dose activity change, negative = inhibition, most hits filed as inhibitors;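 note: potency is the fitted concentration of half-maximal effect; plate controls were DMSO wells for no effect and full inhibition by NEM control for full effect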
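Deubiquitinase activity read as fluorescence (485/531 nm) after Ub-CHOP2 cleavage activates the enterokinase reporter on its substrate; USP2 core 10nM, Ub-CHOP2 and substrate 25nM each, 30min compound preincubation then 60min RT; data normalized to NEM, curves fitted.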
hERG WT inh – KCNH2 (human, wildtype) channel inhibition; Q12809; U2OS, BacMam KCNH2, thallium flux FluxOr; stronger effect = lower value; activity change, % at 1.84 µM; 340,000 tested, 0.37% active;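 active = maximum activity change below -70%; inconclusive = maximum activity change between -70% and -50%; inactive = maximum activity change above -50%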; note: % is set by controls: 0 for no effect and ±100 for the full control effect
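U2OS cells were transduced with wild-type KCNH2 virus (2.03 x 10^8 / mL) for 4 h at room temperature, then cultured overnight at 37 C. Thallium flux was read with FluxOr dye. Rate constants were normalized to DMSO controls.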
B2AR arrestin – beta2AR (human) beta-arrestin recruitment activity; beta-arrestin recruitment to beta2AR, cell-based reporter; Potency, µM (doses to about 46.1 µM), without a hit: at the top dose activation, usual class: activators; 330,000 tested, 0.02% active; AID 492947;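 note: potency is the fitted concentration of half-maximal effect; 0% = DMSO controls and full agonism = EC100 isoproterenol or metaproterenol; nearly all actives have a fitted effect of over 65% in size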
Target sequence (P07550 whole entry, looked up): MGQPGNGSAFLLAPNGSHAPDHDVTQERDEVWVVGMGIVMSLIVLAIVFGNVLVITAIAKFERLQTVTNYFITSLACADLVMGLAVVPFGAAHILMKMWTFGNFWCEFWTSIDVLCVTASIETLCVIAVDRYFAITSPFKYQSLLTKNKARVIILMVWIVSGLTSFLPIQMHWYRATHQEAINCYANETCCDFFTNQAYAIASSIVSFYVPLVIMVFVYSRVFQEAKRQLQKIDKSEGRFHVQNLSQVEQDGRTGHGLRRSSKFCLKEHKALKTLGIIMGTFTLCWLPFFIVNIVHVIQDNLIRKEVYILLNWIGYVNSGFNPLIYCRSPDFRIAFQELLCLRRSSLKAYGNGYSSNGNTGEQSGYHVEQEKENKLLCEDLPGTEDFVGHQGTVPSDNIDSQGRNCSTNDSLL
* marks the source's active call; other numbers are inactive results; ? = inconclusive; nt = no result given; [ ] = remark or other dose. Unless noted, calls come from the whole dose curve; as a rule, active = well fitted curve in the direction sought with a large enough effect; inconclusive = small, poorly fitted or top-dose-only effect, or another doubt; inactive = no such curve, though single readings can be large; an effect the other way counts as inactive or inconclusive. Some of the compounds tested (hit frequency here may not be typical).

SMILES	Giardia killer	USP2a block	GALK inhibitor	KCNH2 3.1 inh	Menin-MLL TR inh	hERG WT inh	PKM2 activator	B2AR arrestin	FBPA coupling cs	TRPV1 ag	CXXC DNA block
O=C(COC(=O)c1ccc(OC(F)(F)F)cc1)Nc1ncccn1	5.5	3.5%	nt	20.5	nt	10.6	nt	0.0%	nt	nt	nt
O=C(Nc1ccc2oc(-c3ccccc3F)nc2c1)c1ncn[nH]1	-8.0	1.7%	-1.9%	1.7	11.4%	8.6	5.5%	-1.0%	0.1	-1.0	43.9%[activator]
COc1ccc(-n2c(C)nnc2SCC(=O)N2C(C)CCCC2C)cc1 (stereo unspecified)	8.0	-0.8%	3.8%	5.1	-28.2%	-1.9	-25.8%	0.5%	6.5	nt	2.1%
COc1ccc(/C=N/NC(=O)c2ccccc2O)cc1COc1ccccn1	-0.9	8.2%	-2.6%	25.4	nt	4.3	6.5%	-0.7%	3.0	0.9	-4.9%
COc1ccc(-c2nc3ccccc3o2)cc1OC	-16.2	2.6%	nt	3.1	17.9%	-3.4	-23.8%	-1.0%	2.5	15.7	2.5%
O=C(CCC1CCCC1)c1c(O)c2ccccc2oc1=O	2.0	-0.8%	-2.4%	-25.0	10.1%	-2.2	0.5%	3.3%	7.5	1.0	2.6%
COc1ccc(CN2CCCCC2c2cccnc2)c(OC)c1C (stereo unspecified)	2.2	0.1%	6.5%	0.2	-10.0%	-9.9	2.2%	-0.9%	-0.3	3.9	0.8%
COCC(C)n1c(C)cc(C(=O)COc2ccc(C)nc2[N+](=O)[O-])c1C (stereo unspecified)	-23.1	4.5%	1.9%	7.4	-19.1%	1.6	-12.2%	-0.9%	-4.9	6.1	-2.5%
NS(=O)(=O)c1cc(C(=O)OCC(=O)N2CCc3ccccc3C2)ccc1Cl	-9.2	-0.5%	nt	15.2	nt	0.1	nt	-0.2%	nt	0.1	nt
CCN(CC)S(=O)(=O)c1cc([N+](=O)[O-])ccc1NNC(=O)Nc1ccccc1OC	-11.5	0.0%	0.3%	4.7	7.5%	-3.5	-1.0%	0.2%	0.4	2.4	-1.4%
Cc1cc(C)c(C2C(C#N)=C(N)Oc3n[nH]c(C)c32)cc1CN1CCOCC1 (stereo unspecified)	1.6	3.4%	0.6%	-3.9	1.1%	-0.8	0.6%	0.5%	0.3	-5.0	-6.7%
COc1cc(C(=O)NNC(=O)Nc2ccc([N+](=O)[O-])cc2)cc(OC)c1OC	40.6[activator]	1.5%	1.0%	0.1	5.3%	4.9	-0.7%	0.0%	5.1	?	-10.4%
Cn1c2ccccc2c2cc(C(=O)OCC(=O)N3CC(=O)Nc4ccccc43)sc21	-4.6	-9.5%	0.6%	0.8	-24.1%	-23.3	-1.1%	-0.5%	0.8	-3.6	6.9%
O=c1cc(CN2CCc3ccccc3C2)nc2sccn12	8.1	0.7%	-1.6%	nt	-16.9%	2.2	-1.6%	7.8%	-4.5	2.5	-14.2%
COc1ccc(NS(=O)(=O)c2ccc(C)c(C(=O)N3CCC3)c2)cc1	-12.9	2.4%	nt	17.4	nt	2.3	nt	0.1%	nt	-0.7	nt

Profiles, looked up by structure. Order of screens: Giardia killer	USP2a block	GALK inhibitor	KCNH2 3.1 inh	Menin-MLL TR inh	hERG WT inh	PKM2 activator	B2AR arrestin	FBPA coupling cs	TRPV1 ag	CXXC DNA block
COCC(C)n1c(C)cc(C(=O)COc2ccc(C)nc2[N+](=O)[O-])c1C (stereo unspecified) is entered as -23.1	4.5%	1.9%	7.4	-19.1%	1.6	-12.2%	-0.9%	-4.9	6.1	-2.5%
COc1ccc(-c2nc3ccccc3o2)cc1OC is entered as -16.2	2.6%	nt	3.1	17.9%	-3.4	-23.8%	-1.0%	2.5	15.7	2.5%

(listing goes on)
SMILES	Giardia killer	USP2a block	GALK inhibitor	KCNH2 3.1 inh	Menin-MLL TR inh	hERG WT inh	PKM2 activator	B2AR arrestin	FBPA coupling cs	TRPV1 ag	CXXC DNA block
CC(=O)[C@@]1(O)CC[C@H]2[C@@H]3C[C@H](C)C4=CC(=O)C=C[C@]4(C)[C@@]3(F)[C@@H](O)C[C@@]21C	-19.5	2.5%	-2.0%	5.5	-12.3%	11.0	0.4%	1.7%	0.1	3.0	6.8%
O=C1C(=O)N(CCCn2ccnc2)C(c2ccc(Cl)cc2)/C1=C(\O)c1ccc2c(c1)OCCO2 (stereo unspecified)	0.3	1.5%	-3.4%	20.6	nt	4.3	nt	0.4%	nt	-0.8	-1.0%
Cc1ccccc1NC(=O)c1oc(=O)c2ccccc2c1-c1ccccc1	-20.6	-1.5%	1.5%	-4.7	6.7%	8.9	7.1%	-0.7%	7.2	17.3	4.2%
CCc1ccc(-c2cc(C(F)(F)F)n3nc(C(=O)Nc4cnn(Cc5ccc(C)cc5)c4)cc3n2)s1	1.8	0.9%	2.0%	-15.3	2.2%	-2.5	-0.8%	-0.4%	0.6	-0.7	28.8%

Another view of part of the listing above:
O=C(COC(=O)c1ccc(OC(F)(F)F)cc1)Nc1ncccn1
  Giardia killer: 5.5	USP2a block: 3.5%	GALK inhibitor: nt	KCNH2 3.1 inh: 20.5	Menin-MLL TR inh: nt	hERG WT inh: 10.6	PKM2 activator: nt	B2AR arrestin: 0.0%	FBPA coupling cs: nt	TRPV1 ag: nt	CXXC DNA block: nt
CCc1ccc(-c2cc(C(F)(F)F)n3nc(C(=O)Nc4cnn(Cc5ccc(C)cc5)c4)cc3n2)s1
  Giardia killer: 1.8	USP2a block: 0.9%	GALK inhibitor: 2.0%	KCNH2 3.1 inh: -15.3	Menin-MLL TR inh: 2.2%	hERG WT inh: -2.5	PKM2 activator: -0.8%	B2AR arrestin: -0.4%	FBPA coupling cs: 0.6	TRPV1 ag: -0.7	CXXC DNA block: 28.8%
COCC(C)n1c(C)cc(C(=O)COc2ccc(C)nc2[N+](=O)[O-])c1C (stereo unspecified)
  Giardia killer: -23.1	USP2a block: 4.5%	GALK inhibitor: 1.9%	KCNH2 3.1 inh: 7.4	Menin-MLL TR inh: -19.1%	hERG WT inh: 1.6	PKM2 activator: -12.2%	B2AR arrestin: -0.9%	FBPA coupling cs: -4.9	TRPV1 ag: 6.1	CXXC DNA block: -2.5%
CCN(CC)S(=O)(=O)c1cc([N+](=O)[O-])ccc1NNC(=O)Nc1ccccc1OC
  Giardia killer: -11.5	USP2a block: 0.0%	GALK inhibitor: 0.3%	KCNH2 3.1 inh: 4.7	Menin-MLL TR inh: 7.5%	hERG WT inh: -3.5	PKM2 activator: -1.0%	B2AR arrestin: 0.2%	FBPA coupling cs: 0.4	TRPV1 ag: 2.4	CXXC DNA block: -1.4%
